GAA glycogen: inhibitors or activators of human alpha-glucosidase glycogen cleavage; P10253; recombinant GAA, glycogen substrate, Amplex Red glucose oxidase fluorescence; Potency, µM (highest dose often 76.4 µM), without a hit: at the top dose activity change, negative = inhibition, usual class: inhibitors; hit rate 0.38% among 300,000;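 note: 0% = full enzyme reaction and -100% = no-enzyme basal signal; the screen sought inhibitors and activators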
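Recombinant human enzyme (4 nM); glycogen substrate; 37 C, 40 min, pH 5.0. Readout: coupled glucose oxidase/Amplex Red fluorescence.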
JMJD2E inh: inhibitors of human JMJD2E histone demethylase; hit rate 1.6% among 230,000; JMJD2E catalytic domain, FDH-coupled NADH fluorescence (FDH is formaldehyde dehydrogenase); AID 2147; Potency, µM (doses to about 57.1 µM), for the others: top-dose activity change, negative = inhibition, actives largely listed as inhibitors; active = well fitted inhibition curve with a large enough effect, not every such curve was filed as active; inconclusive = small, poorly fitted or top-dose-only effect, or another doubt; inactive = no such curve, though single readings can be large or run the other way;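 note: 0% = wells with enzyme and -100% = buffer wells without enzyme; nearly all actives have a fitted effect of over 50% in size; many of its hits are not listed in these tables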
Target sequence (B2RXH2 1-337 limits assumed): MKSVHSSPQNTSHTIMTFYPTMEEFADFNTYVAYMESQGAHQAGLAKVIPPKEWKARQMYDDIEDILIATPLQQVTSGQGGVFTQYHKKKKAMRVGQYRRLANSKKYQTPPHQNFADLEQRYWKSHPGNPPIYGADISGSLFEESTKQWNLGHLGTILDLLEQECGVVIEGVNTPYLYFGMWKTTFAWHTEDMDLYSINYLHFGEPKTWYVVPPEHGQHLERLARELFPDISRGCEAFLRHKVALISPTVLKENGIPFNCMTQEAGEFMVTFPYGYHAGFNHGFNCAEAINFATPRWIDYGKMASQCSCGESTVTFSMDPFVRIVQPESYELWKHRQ
RGS12 GoLoco inh: RGS12 GoLoco-Gai1 interaction inhibition. AID 880. Gai1:RGS12 GoLoco peptide FP, rhodamine, 10 min. P63096. Potency, µM (titrated, usually from 61.6 µM), without a hit: at the highest dose activity, negative = inhibition, most hits filed as inhibitors. hit rate 0.44% among 230,000; active = well fitted inhibition curve with a large enough effect, not every such curve was filed as active; inactive = no such curve, though single readings can be large or run the other way; note: % is set by controls: 0 for no effect and ±100 for the full control effect; nearly all actives have a fitted effect of over 30% in size; many of its hits are not listed in these tables
GLA spleen mod: inhibitors or activators of human alpha-galactosidase in spleen homogenate; P06280; Potency, µM (series often up to 80 µM), for the others: at the highest dose activity change, negative = inhibition, most hits filed as inhibitors; human spleen homogenate, 4MU-alpha-Gal fluorescence, 40 min; hit rate 0.008% among 240,000; AID 2107;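 note: 0% = enzyme with vehicle and -100% = no enzyme basal signal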
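Fluorogenic readout (Ex 365/Em 440 nm) of 4-methylumbelliferone released from 1 mM 4-MU-alpha-galactoside by spleen homogenate, 40 min at 37C, pH 5.0. Data normalized to no-enzyme and enzyme controls; Hill-equation AC50 from compound titrations.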
GAA spleen mod: inhibitors or activators of human alpha-glucosidase in spleen homogenate | P10253 | human spleen homogenate, 4-MU-alpha-glucoside fluorescence | Potency, µM (highest dose often 79.9 µM), inactives show at the top dose activity change, negative = inhibition, most hits filed as inhibitors | hit rate 0.006% among 240,000 | AID 2112;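 note: 0% = enzyme with vehicle and -100% = no enzyme basal signal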
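AC50 values come from Hill-equation fits of concentration-response data, normalized to no-enzyme and full-activity controls. Enzyme source: 1 ug human spleen homogenate; 1 mM fluorogenic 4-MU glucoside, pH 5.0 citrate buffer, 37 C, 40 min.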
ALDH1A1 inh: blocks purified human ALDH1A1 activity; P00352; Purified ALDH1A1, NADH fluorescence, propionaldehyde substrate; Potency, µM (series often up to 75.3 µM), for the others: at the top dose activity, negative = inhibition, usual class: inhibitors; hit rate 7.3% among 220,000; active = well fitted inhibition curve with a large enough effect, not every such curve was filed as active; inconclusive = small, poorly fitted or top-dose-only effect, or another doubt; inactive = no such curve, though single readings can be large or run the other way;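 note: plate controls were no enzyme wells and a reference inhibitor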
Target sequence (P00352 whole entry, looked up): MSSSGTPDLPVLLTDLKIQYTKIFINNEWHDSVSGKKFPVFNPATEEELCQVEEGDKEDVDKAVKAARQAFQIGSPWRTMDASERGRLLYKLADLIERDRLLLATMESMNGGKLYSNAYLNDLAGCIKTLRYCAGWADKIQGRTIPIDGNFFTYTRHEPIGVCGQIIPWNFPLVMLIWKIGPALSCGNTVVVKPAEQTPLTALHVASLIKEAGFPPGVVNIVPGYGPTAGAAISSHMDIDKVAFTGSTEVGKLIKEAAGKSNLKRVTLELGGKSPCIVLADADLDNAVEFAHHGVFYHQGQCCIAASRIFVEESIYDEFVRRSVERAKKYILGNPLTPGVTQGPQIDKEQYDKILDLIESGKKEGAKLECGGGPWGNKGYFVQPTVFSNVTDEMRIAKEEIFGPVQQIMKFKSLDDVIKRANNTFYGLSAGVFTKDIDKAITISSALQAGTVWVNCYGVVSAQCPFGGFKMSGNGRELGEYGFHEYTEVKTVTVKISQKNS
SMN2 splice up: enhancers of SMN2 splice variant expression. HEK293 SMN2-luciferase splicing reporter, luminescence, 30-36 h. Potency, µM (titrated, usually from 46.1 µM), inactives show top-dose activity change, positive = activation, actives largely listed as activators. hit rate 2.8% among 210,000; note: % of control where 0% means no effect; nearly all actives have a fitted effect of over 55% in size
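qHTS luciferase splicing reporter: luminescence rises when SMN2 exon 7 is included in transfected HEK293 cells. Compound exposure lasted 30-36 h at 37C, with 4.5 mM final sodium butyrate as control, followed by a ONE-Glo read.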
GAA inh: blocks human lysosomal alpha-glucosidase; hit rate 0.005% among 200,000; purified human GAA, 4-MU-alpha-glucoside fluorescence; AID 1466; Potency, µM (top dose mostly 76.9 µM), for inactives: at the top dose activity change, negative = inhibition, actives largely listed as inhibitors;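 note: plate controls were uninhibited enzyme wells for no effect and no-enzyme background for full effect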
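Human alpha-glucosidase, 4 nM, pre-mixed with test compounds before 400 uM 4-methylumbelliferyl substrate; 20 min room temperature at pH 5.0. Fluorescence read after pH 10 stop; AC50 values from Hill-equation fits.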
Starred values were filed as active, the others as inactive; ? = inconclusive; . = not tested or not shown; & = joins results of further samples; [ ] = another dose, or the depositor's remark. Unless noted, calls come from the whole dose curve; as a rule, active = well fitted curve in the direction sought with a large enough effect; inconclusive = small, poorly fitted or top-dose-only effect, or another doubt; inactive = no such curve, though single readings can be large; an effect the other way counts as inactive or inconclusive. Potency is the fitted concentration of half-maximal effect.

| SMILES | GAA glycogen | JMJD2E inh | RGS12 GoLoco inh | GLA spleen mod | GAA spleen mod | ALDH1A1 inh | SMN2 splice up | GAA inh |
| --- | --- | --- | --- | --- | --- | --- | --- | --- |
| COC(=O)c1sc2nc(CSc3ccc(Br)cc3)[nH]c(=O)c2c1C | 6.3% | -7.9% | 62.4%[activator] | 6.9% | 3.3% | . | . | . |
| Cc1c(OCC(=O)OC(C)(C)C)ccc2c3c(c(=O)oc12)CCC3 | -13.6% | ? | -1.0% | 14.6% | 7.3% | ? | -17.5% | 3.1% |
| Cc1nnsc1NC(=O)OCCCl | -1.4% | 5.4% | -3.3% | -16.5% | 2.8% | 10.8% | -10.5% | -1.4% |
| CC(=O)c1cccc(NC(=O)CSc2ccc(-c3ccc4c(c3)OCO4)nn2)c1 | -3.6% | 2.3% | -0.5% | 1.1% | 9.0% | 0.7% | 12.1% | 0.1% |
| Cc1ccc(/C=C2\OC(=O)c3ccccc32)cc1 | 6.3% | ? | -5.2% | 2.5% | -10.5% | ? | ? | 0.4% |
| CCC1=C(OC(=O)N(CC)CC)N2C(=O)OC(=NCCc3c[nH]c4ccccc34)[C@]2(C)[C@H]2C1=CC[C@H]1C(=O)N(CC(=O)OC)C(=O)[C@H]12 | -0.6% | 0.5%&-2.7% | 2.3%&-1.3% | 3.9%&18.5% | -6.3%&-1.2% | ? | -0.6% | . |
| COc1ccccc1N1CCN(C(=O)C2CCCO2)CC1 (stereo unspecified) | 10.1% | 4.5% | 5.0% | -4.8% | -11.3% | -5.6% | 21.2% | -5.3% |
| CCCC(=O)OCCNc1cc(Sc2nccn2C)c2nonc2c1[N+](=O)[O-] | -1.8% | -1.4% | -13.0% | -2.6% | -2.3% | ? | 8.9% | -8.9% |
| C/C(=N\NC(=O)c1c[nH]c2ccccc12)c1ccc(C)o1 | 21.9% | 1.6% | 6.6% | 0.3% | 2.1% | -6.6% | 3.0% | 4.9% |
| COc1ccccc1-c1c(NC(=O)c2ccco2)n(C)c2ccccc2c1=O | -1.3% | 4.8% | 5.2% | 6.5% | 10.5% | . | . | . |

Retrieved one by one from above (2):
| SMILES | GAA glycogen | JMJD2E inh | RGS12 GoLoco inh | GLA spleen mod | GAA spleen mod | ALDH1A1 inh | SMN2 splice up | GAA inh |
| --- | --- | --- | --- | --- | --- | --- | --- | --- |
| Cc1c(OCC(=O)OC(C)(C)C)ccc2c3c(c(=O)oc12)CCC3 | -13.6% | ? | -1.0% | 14.6% | 7.3% | ? | -17.5% | 3.1% |
| Cc1nnsc1NC(=O)OCCCl | -1.4% | 5.4% | -3.3% | -16.5% | 2.8% | 10.8% | -10.5% | -1.4% |

(listing goes on)
| SMILES | GAA glycogen | JMJD2E inh | RGS12 GoLoco inh | GLA spleen mod | GAA spleen mod | ALDH1A1 inh | SMN2 splice up | GAA inh |
| --- | --- | --- | --- | --- | --- | --- | --- | --- |
| COc1cc2c(cc1OC)CN(C(=O)c1ccc(S(=O)(=O)N3CCCCCC3)cc1)CC2 | 18.3% | 11.7% | 0.6% | 2.7% | 0.8% | ? | -23.0% | ? |
| O=C(CCCNS(=O)(=O)c1ccccc1)NCc1ccco1 | -0.4% | 5.1% | -0.2% | -6.4% | -15.3% | -10.2% | 2.9% | 3.9% |
| CC(=O)NC(Cc1cccc(F)c1)C(=O)NC1CCN(c2ncccc2[N+](=O)[O-])CC1 (stereo unspecified) | 9.3% | 7.8% | 9.9% | -2.5% | 0.2% | -11.9% | . | -5.5% |
| Cc1ccc(S(=O)(=O)C(C#N)c2nc3ccccc3nc2N2CCN(C)CC2)cc1C (stereo unspecified) | 2.1% | -6.9% | -3.6% | 5.9% | -0.5% | -9.2% | 1.4% | -4.8% |
| COc1ccc(N2C(=O)CC(NCc3ccc(F)cc3)C2=O)cc1 (stereo unspecified) | 0.0% | -0.3% | -7.6% | 5.8% | 3.8% | -0.8% | 2.8% | 2.5% |
| Oc1ccc[n+](CCCCC[n+]2cccc(O)c2)c1 | 3.7% | ? | -4.1% | 8.5% | 10.7% | . | . | . |
| CCOC(=O)c1cnn2c1[nH]c(=O)c1ccccc12 | 4.5% | ? | -1.0% | -13.0% | 0.2% | ? | -9.5% | -6.0% |
| O=C(NCc1ccccc1F)Nc1ccc([N+](=O)[O-])cc1 | 3.1% | -4.4% | 1.9% | -4.8% | -3.3% | -8.8% | . | -11.9% |
| O=C(Oc1ccc2ccccc2c1)c1ccccc1 | -6.5% | -9.4% | -3.8% | -6.0% | -2.5% | -1.8% | -12.2% | -2.6% |
| c1ccc2c(c1)nc(NCCN1CCOCC1)c1nncn12 | 10.1% | -8.7% | 1.0% | -15.4% | -2.2% | -0.8% | ? | -1.2% |
| CC(O)CCC(=O)NNC1=CC(=O)CC(C)(C)C1 (stereo unspecified) | -9.9% | 7.5% | 12.0% | -0.9% | 3.1% | 5.4% | . | ? |
| O=C(NC(=S)Nc1ccc(S(=O)(=O)Nc2ncccn2)cc1)c1cccc(Br)c1 | 3.4% | -7.4% | 5.9% | ? | 3.5% | 10µM* | . | 4.2% |
| CC1CN(C(=O)Nc2cccc(Cl)c2)C2(CCCCCC2)O1 (stereo unspecified) | -0.2% | 3.0% | 8.7% | 1.1% | 5.7% | 4.7% | 1.5% | -8.0% |
| S=C(Sc1ccc(Cl)cc1)Sc1ccc(Cl)cc1 | -2.9% | -5.3% | -2.5% | 1.5% | 2.9% | . | . | . |
| CC1Cc2ccccc2N1CC(=O)NCc1ccccc1Cl (stereo unspecified) | 0.7% | 4.0% | 6.2% | -8.2% | -10.6% | ? | -5.3% | 3.7% |
| O=C(O)C1CCCCC1C(=O)Nc1ccccc1C(=O)N1CCN(c2ccc(F)cc2)CC1 (stereo unspecified) | -5.1% | -2.8% | 6.7% | -2.8% | 4.0% | 0.0% | -8.9% | -4.1% |
| O=C(N/N=C/C=C/c1ccco1)/C(=C/c1ccccc1)NC(=O)c1ccccc1 | -9.6% | -26.9% | 17.4% | 2.4% | -14.3% | ? | -3.9% | -5.8% |
| COC(=O)c1ccc(NC(=O)CCNS(=O)(=O)c2cccc3nonc23)cc1 | -0.4% | 2.7% | 8.5% | 9.4% | -7.9% | ? | 20.1% | -0.3% |
| COc1ccc(OCc2cccc(C(=O)Nn3cc([N+](=O)[O-])cn3)c2)cc1 | 14.4% | -5.4% | -9.2% | 7.8% | 9.5% | -1.2% | -85.8%[inhibitor] | -4.8% |
| CCOC(=O)C(CCCOc1ccccc1)C(=O)OCC | 1.8% | -4.7% | -2.6% | 0.6% | -5.4% | -1.4% | . | -3.3% |

Five consecutive records already listed:
| SMILES | GAA glycogen | JMJD2E inh | RGS12 GoLoco inh | GLA spleen mod | GAA spleen mod | ALDH1A1 inh | SMN2 splice up | GAA inh |
| --- | --- | --- | --- | --- | --- | --- | --- | --- |
| O=C(O)C1CCCCC1C(=O)Nc1ccccc1C(=O)N1CCN(c2ccc(F)cc2)CC1 (stereo unspecified) | -5.1% | -2.8% | 6.7% | -2.8% | 4.0% | 0.0% | -8.9% | -4.1% |
| O=C(N/N=C/C=C/c1ccco1)/C(=C/c1ccccc1)NC(=O)c1ccccc1 | -9.6% | -26.9% | 17.4% | 2.4% | -14.3% | ? | -3.9% | -5.8% |
| COC(=O)c1ccc(NC(=O)CCNS(=O)(=O)c2cccc3nonc23)cc1 | -0.4% | 2.7% | 8.5% | 9.4% | -7.9% | ? | 20.1% | -0.3% |
| COc1ccc(OCc2cccc(C(=O)Nn3cc([N+](=O)[O-])cn3)c2)cc1 | 14.4% | -5.4% | -9.2% | 7.8% | 9.5% | -1.2% | -85.8%[inhibitor] | -4.8% |
| CCOC(=O)C(CCCOc1ccccc1)C(=O)OCC | 1.8% | -4.7% | -2.6% | 0.6% | -5.4% | -1.4% | . | -3.3% |

Next records
| SMILES | GAA glycogen | JMJD2E inh | RGS12 GoLoco inh | GLA spleen mod | GAA spleen mod | ALDH1A1 inh | SMN2 splice up | GAA inh |
| --- | --- | --- | --- | --- | --- | --- | --- | --- |
| COc1ccc2c(c1OC)C(=O)OC2 | -1.1% | ? | 5.8% | -10.7% | -0.8% | 2.2% | 22.1% | 8.3% |
| CC(=O)Nc1cccc(N(C)C)c1 | -21.9% | 2.4% | -20.2% | 10.1% | 1.3% | 7.7% | 8.8% | 6.0% |
| O=C(COC(=O)/C=C/c1ccc(OC(F)F)cc1)NCc1cccs1 | 10.7% | -1.9% | -7.1% | -1.3% | -0.1% | -3.8% | -31.0% | -2.8% |
| O=C(NCCc1ccccn1)c1ccc(OC(F)F)cc1 | -6.3% | 3.6% | 9.8% | 5.5% | -1.7% | 6.9% | 11.2µM* | 6.9% |
| CC(=O)Nc1ccc(S(=O)(=O)NC2(C(F)(F)F)C(=O)Nc3c2c(=O)[nH]c(=O)n3Cc2ccco2)cc1 (stereo unspecified) | -15.5% | 2.0% | 6.8% | 2.2% | -15.1% | -4.9% | -1.9% | 5.5% |
| Cc1ccc(-c2[nH]nc3c2C(c2cccnc2)C(C#N)=C(N)O3)cc1 (stereo unspecified) | -1.4% | -15.0% | 7.8% | -4.6% | -1.4% | . | . | 6.3%[15.4 µM] |
| CCCN1C(=O)c2cc(C(=O)NCc3ccc(OC)cc3)ccc2C1O (stereo unspecified) | 0.2% | 2.5% | -1.7% | -0.9% | -10.8% | ? | -6.4% | 4.3% |
| Cc1cc(C)cc(NC(=O)COc2ccc(C(=S)N3CCOCC3)cc2)c1 | 20.2% | 2.0% | 5.1% | -3.2% | -4.4% | 8.9% | -3.4% | 3.4% |
| O=C(CNC(=O)c1ccccc1F)Nc1ccccc1C(F)(F)F | -18.3% | 1.9% | 8.9% | 2.8% | 2.1% | 6.8% | -0.9% | 2.5% |
| COc1ccc(C(=O)Oc2cc(/C=N/NS(=O)(=O)c3ccccc3)ccc2OC)cc1 | -12.7% | 3.0% | -2.0% | -2.0% | 0.4% | 3.16µM* | -4.6% | -11.0% |
| CCn1c(SCC(=O)NC(=O)NCc2ccco2)nc2sc(C)c(C)c2c1=O | -6.0% | -0.6% | 52.5%[activator] | 9.6% | -3.6% | 8.91µM* | -17.3% | 2.0% |
| COc1ccc(-c2cc(=O)c(C(=O)c3ccc(C)cc3)n[nH]2)cc1 | 5.5% | ? | -15.1% | 39.8µM* | ? | ? | -5.5% | 11.3% |
| Cc1cccc2cc(COC(=O)COc3ccccc3)c(=O)[nH]c12 | 29.3% | ? | -3.2% | -2.6% | 5.6% | -5.1% | -3.3% | -1.8% |

A portion of the library; the hit share may differ from the screen's.
